HT1080-NT tox: kills 2HG-producing HT-1080-NT fibrosarcoma cells | AID 686970 | hit rate 1.6% among 360,000 | Potency, µM (series often up to 46.1 µM), without a hit: at the highest dose activity, negative = less viability, actives largely listed as cytotoxic | HT-1080-NT fibrosarcoma viability, CellTiter-Glo ATP luminescence, 48 h;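 also: NT is the 2HG producing partner of a matched IDH1 knockdown line; potency is read from the fitted curve at half-maximal effect; 0% = DMSO-treated cells and -100% = media-only wells without cells; nearly all actives have a fitted effect of over 55% in size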
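750 cells/well, RPMI + 5% FBS; 2 h settle, compound pin-transfer, 48 h at 37 degrees C. CellTiter-Glo 10 min RT, luminescence. Normalized to DMSO and media-only wells.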
KB-3-1 tox: KB-3-1 parental cell cytotoxicity. KB-3-1 viability, CellTiter-Glo ATP luminescence, 72 h. AID 1347075. hit rate 1.4% among 400,000. Potency, µM (top dose mostly 46.1 µM), inactives show at the top dose activity change, negative = cytotoxic, most hits filed as cytotoxic; also: potency is read from the fitted curve at half-maximal effect; % is scaled to controls: 0 for no effect and ±100 for the full control effect; nearly all actives have a fitted effect of over 60% in size
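Here the drug-naive KB-3-1 line serves as comparator for MDR sub-line selectivity; cells received compound titrations, 72 h at 37 °C, then CellTiter-Glo readout.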
S2 tox: viability counter-screen for ATXN expression inhibitors | S2 cells (HEK-293 line with an ATXN2-luciferase reporter) viability, CellTiter-Fluor protease fluorescence, 24 h | Potency, µM (titrated, usually from 56.7 µM), most hits filed as cytotoxic | hit rate 0.49% among 400,000; also: potency is read from the fitted curve at half-maximal effect; nearly all actives have a fitted effect of over 40% in size
SW480 rereplic: inducers of DNA re-replication in SW480 colon cancer cells; SW480 DNA re-replication, Hoechst DNA content imaging, 48 h; Potency, µM (top dose mostly 46.1 µM), for inactives: top-dose re-replication activation, actives largely listed as activators; hit rate 1.8% among 340,000; AID 624297; also: potency is read from the fitted curve at half-maximal effect; % of control where 0% means no effect; nearly all actives have a fitted effect of over 55% in size
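Per well, 250 cells were exposed to pinned compound for 48 hr. Nuclear DNA was visualised with Hoechst (40 min, 37 C) and total object intensity recorded by fluorescence scanning.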
HepG2 tox: HepG2 cytotoxicity, counter-screen for TGF-b inhibitors; Potency, µM (doses to about 46.1 µM), for the others: top-dose activity change, negative = cytotoxicity, usual class: cytotoxic; HepG2 CAGA-GFP viability, ATP luminescence, 18 h; hit rate 0.76% among 410,000; also: potency is read from the fitted curve at half-maximal effect; some results filed as inactive show a strong effect at the top dose
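HepG2 CAGA-GFP cells (1000/well, DMEM with 1% FBS) received compound, then TGF-beta at 500 pg/mL final, and were incubated 18 hours at 37 degrees C. Viability was read by CellTiter-Glo luminescence. Media-only wells were set as complete cell-killing and DMSO as no toxicity.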
ATXN2 expr inh: ATXN2 expression inhibition; HEK-293 ATXN2-luciferase reporter, luminescence, 24 h; Potency, µM (top dose mostly 57 µM), for the others: at the top dose activity change, negative = inhibition, hits mostly inhibitors; hit rate 0.72% among 360,000; also: potency is read from the fitted curve at half-maximal effect; % is scaled to controls: 0 for no effect and ±100 for the full control effect; nearly all actives have a fitted effect of over 55% in size
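qHTS (up to 57 uM final) was run with 24 h compound exposure of reporter cells at 37 °C. Each well was multiplexed: SteadyGlo luminescence measured ATXN2-luciferase expression after a fluorogenic Gly-Phe-AFC viability readout (25 uM final).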
HT1080 IDH1KD tx: kills HT-1080 cells with IDH1 knockdown; HT-1080 IDH1 knockdown viability, ATP luminescence, 48 h; Potency, µM (highest dose often 46.1 µM), without a hit: top-dose activity, negative = toxicity, usual class: cytotoxic; hit rate 2% among 360,000; AID 686971;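 also: potency is read from the fitted curve at half-maximal effect; 0% = DMSO wells and -100% = cell-free medium wells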
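IDH1KD HT-1080 cells, 750/well, RPMI + 5% FBS; compound pinned after 2 h settling; 48 h, 37 °C; CellTiter-Glo luminescence; % activity normalised to DMSO and no-cell wells; curves fitted, classed by r2 and efficacy.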
IL1B secr inh: blocks inflammasome-driven IL-1 beta release | THP-1 LPS/ATP IL-1B secretion, AlphaLISA, 16 h; active compounds read low | activity change, % at 57.5 µM | hit rate 4.7% among 360,000 | AID 743279; in the data active = activity change below about -50%; inconclusive = mostly about -30% to -49%; also: % is scaled to controls: 0 for no effect and ±100 for the full control effect
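THP-1 cells pretreated 1 hr with compounds (up to 57.5 uM final), then stimulated with LPS (250 ng/mL final) plus ATP (1.25 mM final); secreted IL-1B measured by AlphaLISA after 16 hr, decreased signal indicating inhibition.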
MCF10A rereplic: DNA re-replication induction in MCF 10a cells; MCF 10A DNA re-replication, Hoechst nuclear intensity, 48 h; Potency, µM (series often up to 46.1 µM), for inactives: at the top dose activity, positive = re-replication, hits mostly activators; hit rate 2.9% among 350,000; also: potency is read from the fitted curve at half-maximal effect; % of control where 0% means no effect; nearly all actives have a fitted effect of over 50% in size
* = called active by the depositor; i = inactive; ? = inconclusive; . = not tested or not shown; [ ] = another dose, or the depositor's remark. Unless noted, calls follow the shape of the dose curve; as a rule, active = well fitted curve in the direction sought with a large enough effect; inconclusive = small, poorly fitted or top-dose-only effect, or another doubt; inactive = no such curve, though single readings can be large; an effect the other way counts as inactive or inconclusive.

Molecule	HT1080-NT tox	KB-3-1 tox	S2 tox	SW480 rereplic	HepG2 tox	ATXN2 expr inh	HT1080 IDH1KD tx	IL1B secr inh	MCF10A rereplic
COC(=O)c1ccccc1Oc1cnc2ccccc2n1	1%	17%	i	1%	3%	-16%	5%	5	13%
O=C(Cc1ccsc1)NCC(=O)Nc1ccccc1Br	-9%[9.24 µM]	20%	i	-2%	1%	-9%	0%	-13	-5%
CC1(Cc2cccc(C(N)=O)c2)C(=O)Nc2c(Cl)cccc21 (configuration not stated)	2%	0%	i	.	3%	16%	0%	12	.
COc1cc(OC)c2c(-c3cccc(-c4ccoc4)c3)cc(=O)oc2c1	?	0%	?	?	-5%	?	?	69	7.3µM*
COc1ccc(F)cc1S(=O)(=O)NC1CC(C)(C)NC(C)(C)C1	3%	0%	i	-16%	-1%	1%	8%	-21	-10%
COc1ccc(CN2CCNC(=O)C2CC(=O)NC2CCCCCCC2)cc1C (configuration not stated)	-3%	20%	i	-11%	-3%	24%	-2%	-15	2%
O=C(NNS(=O)(=O)c1ccc(Br)cc1)C1CCCCC1	-11%	-2%	i	1%	-2%	-22%	-6%	10	-3%
CC(=O)N1C(c2ccccc2)CC(=O)OC1c1ccc2c(c1)OCO2 (configuration not stated)	19%	8%	i	0%	7%	-5%	20%	0	-1%
O=C(Nc1ccc(Cl)cc1)c1ccc2snnc2c1	11%	-20%	?	-2%	-29%	31%[activator]	-3%	5	0%
CCN(Cc1ccccc1)C(=O)C1CCN(Cc2ccc(SC)cc2)CC1	0%	-5%	i	-3%	-27%	-14%	-11%	-28	6%
O=C(COC(=O)c1cncc(Br)c1)Nc1ccc2c(c1)OCO2	12%	0%	i	?	-18%	-22%	-7%	0	-6%
Cc1cc(=O)oc2cc(OCC(=O)N3CCOCC3)c(Cl)cc12	5%	27%	i	3%	2%	5%	6%	8	-6%
COc1cccc(NC(=O)CCNC(=O)N2CC(=O)Nc3ccccc32)c1	?	19%	i	6%	9%	-2%	-30%	6	0%
CCOC(=O)N1CCN(C(=O)c2cnn3c(C(F)F)cc(-c4ccc(C)cc4)nc23)CC1	1%	?	i	7%	-5%	-14%	4%	-25	-1%
Cc1ccc(-c2nn(-c3ccccc3)cc2C=O)o1	?	?	i	?	-11%	5%	18µM*	-16	?
COc1cccc(CNS(=O)(=O)/C=C/c2ccc(OC)c(OC)c2)c1	-10%	-1%	i	-4%	6%	-17%	0%	-2	-5%

Next part; it opens with the 3 that closed the last part.
Molecule	HT1080-NT tox	KB-3-1 tox	S2 tox	SW480 rereplic	HepG2 tox	ATXN2 expr inh	HT1080 IDH1KD tx	IL1B secr inh	MCF10A rereplic
CCOC(=O)N1CCN(C(=O)c2cnn3c(C(F)F)cc(-c4ccc(C)cc4)nc23)CC1	1%	?	i	7%	-5%	-14%	4%	-25	-1%
Cc1ccc(-c2nn(-c3ccccc3)cc2C=O)o1	?	?	i	?	-11%	5%	18µM*	-16	?
COc1cccc(CNS(=O)(=O)/C=C/c2ccc(OC)c(OC)c2)c1	-10%	-1%	i	-4%	6%	-17%	0%	-2	-5%
COc1ccc2c(c1)c(=O)c(S(=O)(=O)c1ccccc1)cn2CC(=O)Nc1ccc(C)c(Cl)c1	.	4%	i	.	-1%	1%	.	.	.
Cc1cc(C)n(CC(O)Cn2c(C)c(C)c3ccccc32)n1 (configuration not stated)	-14%	10%	?	2%	-37%	-5%	1%	0	3%
CC(C)(C)NC(=O)NC(=O)CN1CCN(c2ncc(C(F)(F)F)cc2Cl)CC1	-2%	?	i	21%	-23%	-21%	2%	7	?
CC(C)C1C(=O)N(Cc2cn(Cc3ccco3)nn2)CCS(=O)(=O)N1Cc1ccc(-c2ccc(Cl)cc2)cc1 (configuration not stated)	?	?	?	.	-34%	0%	?	-13	.
CCC(OC(=O)c1cc2sccc2n1C)C(=O)NCC1CCCO1 (configuration not stated)	0%	-1%	i	-4%	-3%	-11%	-3%	19	6%
O=c1c(Cl)c(N2CCN(S(=O)(=O)c3ccc(F)cc3)CC2)cnn1-c1cccc(Cl)c1	10%	1%	i	-7%	-10%	6%	13%	?	4%
CN(Cc1cccnc1)C(=O)CCCc1c[nH]c2ccccc12	-4%	13%	i	-3%	-4%	-15%	5%	4	18%
O=C(OCc1nc2ccc(Cl)cc2n1CCO)c1ccc(O)cc1	?	4%	i	1%	-9%	-22%	?	i	0%

(further entries)
Value order – HT1080-NT tox | KB-3-1 tox | S2 tox | SW480 rereplic | HepG2 tox | ATXN2 expr inh | HT1080 IDH1KD tx | IL1B secr inh | MCF10A rereplic
- CCC1(c2ccccc2)NC(=O)N(CC(=O)NC2(C#N)CCCCC2)C1=O (configuration not stated)
 : 1% | 2% | i | -6% | 15% | -3% | 1% | 2 | 12%
- O=C(Cc1ccc(NC2=NC3CS(=O)(=O)CC3S2)cc1)Nc1ccc(F)cc1 (configuration not stated)
 : 18% | 1% | ? | -1% | -20% | -27% | 1% | -4 | -1%
- CN(C)c1ccc(CNC(=O)Cn2c(-c3cccs3)cc3cc(Cl)ccc32)cc1
 : . | -11% | i | . | -20% | -6% | . | . | .
- COc1cccc(/C=N/NC(=O)C(=O)N2CCCCCC2)c1OC
 : 3% | 13% | i | -2% | 9% | 9% | 5% | 13 | -1%
- Cc1cc(C)c(NC(=O)c2cc(C)nc3c2c(C)nn3-c2cccc(F)c2)c(C)c1
 : . | -5% | i | . | -2% | 1% | . | . | .
- O=C(CCS(=O)(=O)c1ccc(Br)cc1)N1CCN(c2ccc(F)cc2)CC1
 : -23% | -10% | i | -7% | -9% | . | -5% | -9 | 11%
- Cc1cc(C)nc(-n2nc(C)c3c2NC(=O)CC3c2cccc(O)c2)n1 (configuration not stated)
 : . | 7% | i | . | -9% | -13% | . | . | .
- COCCn1c(=N)c(C(=O)NCCc2ccccc2)cc2c(=O)n3cccc(C)c3nc21
 : -1% | 2% | i | 1.8µM* | 5% | -2% | -1% | 18 | ?
- Fc1cc(Br)cc(F)c1NC(=S)N1CCOCC1
 : 7% | -7% | i | -10% | 16% | 17% | 18% | -17 | -5%
- CC(=O)Oc1ccc(-c2nc(-c3cccnc3)no2)cc1
 : 10% | -5% | i | -2%[9.22 µM] | -23% | 4% | 5% | -26 | -2%
- Cc1csc2ncc(C(=O)Nc3ccc4c(c3)OCCO4)c(=O)n12
 : -5% | 11% | i | -2% | 5% | ? | 8% | 41 | -4%
- Cc1ccc2[nH]c(CNC(=O)c3ccc(F)cc3)cc2c1
 : -3% | 7% | i | -3% | -12% | 27% | -20% | -5 | ?
- COc1cccc(Cn2nnc(C(=O)NCCc3ccc(Cl)cc3)c2N)c1
 : -5% | -5% | i | -1% | 18µM* | -11% | -7% | 15 | 9%
- CCS(=O)(=O)N1CCC(C(=O)NCc2ccco2)CC1
 : -3% | -1% | i | -10% | 3% | -9% | -4% | 0 | -1%
- O=S(=O)(NCCN1CCOCC1)c1ccc(Cl)s1
 : 13% | 6% | i | -7% | 0% | 15% | 4% | 6 | -1%
- CCOc1ccccc1-c1nc(CN2CCC(C(=O)N3CCOCC3)CC2)c(C)o1
 : 0% | -18% | i | -2% | 3% | -6% | -6% | 35 | 2%
- COc1cccc2cc(-c3cc(=O)oc4cc(C)c(OCC(C)=O)cc34)oc12
 : -4% | ? | i | 6.5µM* | -24% | -3% | -1% | 39 | 20%
- O=C(N/N=C/C=C\c1cccc([N+](=O)[O-])c1)c1ccccn1
 : 22% | -2% | i | -5% | 0% | 29% | 21% | -23 | 2%
- Clc1ccc(-n2cc(COCc3ccccc3)nn2)cc1
 : 22% | 6% | i | -15% | -14% | 30% | 22% | -17 | 13%
- Cc1ccc(NCc2nnc(SCC(=O)N3c4ccccc4Sc4ccccc43)o2)c(C)c1
 : 3% | -25% | i | -127%[inhibitor] | -25% | -8% | -1% | -16 | -1%
- Cc1ccc2[nH]c(=O)c(CN(CCO)C(=O)N(C)C)cc2c1
 : 8% | 1% | i | -1% | -28% | 2% | -3% | 0 | 1%
- O=C(Nc1ccc(OCc2ccccc2Cl)cc1)c1cccnc1
 : -17% | -5% | i | 3% | -8% | . | -19% | -3 | 19%
- COc1cc2c(cc1OC)NC(=O)C2
 : 3% | 5% | i | -6% | -8% | 35% | 11% | 0 | -1%

Some of these compounds in order of the SW480 rereplic value, lowest first:
compound	SW480 rereplic	IL1B secr inh
Clc1ccc(-n2cc(COCc3ccccc3)nn2)cc1	-15%	-17
COc1cc2c(cc1OC)NC(=O)C2	-6%	0
Cc1ccc2[nH]c(=O)c(CN(CCO)C(=O)N(C)C)cc2c1	-1%	0
